Screening results: PubChem, National Center for Advancing Translational Sciences (NCATS)
KDM5B inhibitor = KDM5B demethylase inhibition. KDM5B demethylase, FDH-coupled NADH fluorescence (FDH is formaldehyde dehydrogenase). Potency, µM (doses to about 57.7 µM), for the others: top-dose activity change, negative = inhibition, usual class: inhibitors. Q9UGL1. actives 2.6% (n = 220,000); active means well fitted inhibition curve with a large enough effect; inconclusive means small, poorly fitted or top-dose-only effect; inactive means no such curve, though single readings can be large or run the other way; further: 0% is about no effect; nearly all actives have a fitted effect of over 70% in size
Target sequence (Q9UGL1 whole entry, looked up): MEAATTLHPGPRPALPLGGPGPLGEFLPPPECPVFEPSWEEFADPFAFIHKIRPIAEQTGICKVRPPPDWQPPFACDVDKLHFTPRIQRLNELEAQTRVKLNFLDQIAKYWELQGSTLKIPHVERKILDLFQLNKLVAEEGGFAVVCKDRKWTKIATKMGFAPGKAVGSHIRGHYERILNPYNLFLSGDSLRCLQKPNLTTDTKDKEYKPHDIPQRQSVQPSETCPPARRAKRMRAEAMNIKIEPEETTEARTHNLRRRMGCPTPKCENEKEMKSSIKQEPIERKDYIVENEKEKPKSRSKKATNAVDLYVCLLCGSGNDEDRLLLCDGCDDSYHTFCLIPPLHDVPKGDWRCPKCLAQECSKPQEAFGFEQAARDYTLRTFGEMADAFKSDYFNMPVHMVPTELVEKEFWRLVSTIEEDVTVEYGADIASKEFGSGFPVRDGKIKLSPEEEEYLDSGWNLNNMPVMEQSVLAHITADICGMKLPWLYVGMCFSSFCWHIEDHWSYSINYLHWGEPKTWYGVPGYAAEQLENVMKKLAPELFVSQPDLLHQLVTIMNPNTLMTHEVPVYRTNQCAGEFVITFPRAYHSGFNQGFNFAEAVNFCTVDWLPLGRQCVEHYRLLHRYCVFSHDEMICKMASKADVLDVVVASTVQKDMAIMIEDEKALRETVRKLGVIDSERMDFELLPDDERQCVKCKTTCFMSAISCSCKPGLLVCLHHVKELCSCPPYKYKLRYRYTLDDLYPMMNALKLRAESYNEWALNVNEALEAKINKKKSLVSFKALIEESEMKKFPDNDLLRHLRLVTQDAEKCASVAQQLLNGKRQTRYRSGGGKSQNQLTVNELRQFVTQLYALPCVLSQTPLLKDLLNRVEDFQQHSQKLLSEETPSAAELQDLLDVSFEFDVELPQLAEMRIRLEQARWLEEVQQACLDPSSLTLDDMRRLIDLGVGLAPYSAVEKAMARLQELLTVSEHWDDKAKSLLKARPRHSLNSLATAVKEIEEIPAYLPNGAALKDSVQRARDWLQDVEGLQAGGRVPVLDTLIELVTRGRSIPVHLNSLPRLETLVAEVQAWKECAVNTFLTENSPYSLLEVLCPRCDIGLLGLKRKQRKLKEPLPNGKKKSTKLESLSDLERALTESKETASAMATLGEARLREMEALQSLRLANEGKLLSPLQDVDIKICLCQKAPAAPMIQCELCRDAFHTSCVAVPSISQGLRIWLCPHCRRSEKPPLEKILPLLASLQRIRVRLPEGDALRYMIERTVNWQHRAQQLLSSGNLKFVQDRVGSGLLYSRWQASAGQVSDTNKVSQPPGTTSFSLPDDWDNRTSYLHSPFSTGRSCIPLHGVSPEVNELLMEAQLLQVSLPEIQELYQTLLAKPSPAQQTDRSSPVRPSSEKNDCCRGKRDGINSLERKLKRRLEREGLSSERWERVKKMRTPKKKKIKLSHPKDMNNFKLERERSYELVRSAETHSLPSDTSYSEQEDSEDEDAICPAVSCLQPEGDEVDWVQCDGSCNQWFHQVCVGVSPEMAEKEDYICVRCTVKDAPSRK
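Compound dilutions met 200 nM (final) KDM5BΔAP for 10 min at room temperature before substrate addition. The substrate mix held 12.5 µM H3K4me3 with cofactors 25 µM α-ketoglutarate and 50 µM Fe²⁺. NADH signal gain over 30 min defined activity.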
* = called active by the depositor; i = inactive; ? = inconclusive; [ ] = dose if it differs, or a comment. Potency means the concentration at half of the fitted maximal effect.

KDM5B inhibitor	SMILES
6%	COc1ccc(C2c3c(-c4ccccc4O)n[nH]c3C(=O)N2CCc2ccccc2)cc1 (stereo not drawn)
-23%	Cc1c(C(=O)N2CCC(C(=O)Nc3ccc(F)cc3)CC2)sc2nc[nH]c(=O)c12
?	CN1Cc2ccc(NCc3ccccc3)nc2C(C)(C(=O)NCc2ccc3c(c2)OCO3)C1 (stereo not drawn)
-44%	CCOc1ccc(NC(=O)C(CC)n2c(=O)c(-c3ccccc3NC(C)=O)nc3ccccc32)cc1 (stereo not drawn)
-6%	CCC1CN(C(=O)Nc2ccc(C(=O)O)cc2)c2cc(Cl)ccc2O1 (stereo not drawn)
?	Cc1noc2nc(-c3ccccc3F)cc(C(=O)NCc3ccccc3F)c12
?	CCOC(=O)C1CCN(C(=O)Cn2nc(C)n3c(cc4cc(C)ccc43)c2=O)CC1
-2%	Cc1ccc(C(=O)N2CCN(c3cc(C(F)(F)F)ncn3)CC2)c(C)c1
?	O=C1CC(c2ccccc2)N(Cc2ccncc2)CCCN(C(=O)C2CCOCC2)CCN1 (stereo not drawn)
-42%	CCOC(=O)c1sc2ncn(CC(=O)Nc3ccc(N(C)C)cc3)c(=O)c2c1C
-1%	Cc1ccc(OCCN(C)C(C)c2nc3ccccc3c(=O)[nH]2)cc1 (stereo not drawn)
8%	Cc1cc(C)cc(N(C(C)C(=O)N2CCCC2)S(C)(=O)=O)c1 (stereo not drawn)
-20%	CCn1nccc1C(=O)N1CCC(N2C(=O)[C@H](OC)[C@@H]2c2ccncc2)CC1
-7%	O=C(O)C[C@@H]1CCN(C(=O)c2cccs2)C[C@@H]1CCN1CCN(c2ccc(F)cc2)CC1
20%	OCCc1nc2ccccc2[nH]1
?	CC1=CC(=O)C(C(=O)/C=C/c2ccc(C)s2)C(=O)O1 (stereo not drawn)
16%[115 µM]	CC(C)N1CC2CCC(C1)N2Cc1cccc(-c2ccc(F)cc2F)c1
-25%	O=C(NC1CCCC1)c1ccc(N2CC3CC(C2)[C@H]2CCCC(=O)N2C3)nc1 (stereo partly drawn)
-23%	Cc1ccc(OC(C)C(=O)Nc2nonc2-c2ccc(Br)cc2)cc1C (stereo not drawn)
-7%	CC(C)CNc1ncnc2c1nnn2C
9%	CCOC(=O)c1sc(NC(=O)C(C)Sc2nc(-c3ccccc3)cc(C(F)(F)F)n2)c(C(=O)OC)c1C (stereo not drawn)
19%	C=CCNc1nc2c(c(=O)n(C)c(=O)n2C)n1Cc1ccccc1Cl
?	COc1ccc(-c2cc(C(C)=O)c(C)n2CCC(=O)NC2CCCCC2)cc1
0%	CC(C)Cn1cnc2c1c(=O)n(CC(=O)OCc1ccc(F)cc1)c(=O)n2Cc1ccccc1
35µM*	Cc1ccc(CN2CCc3nc(C(=O)Nc4ccccc4)oc3CC2)cc1
-32%	CCOc1ccc(-c2nnc(SCC(=O)N(CC)c3cccc(C)c3)o2)cc1
?	CN(C)c1ccc(-c2nnc([C@H]3CCN(c4nccc(C(F)(F)F)n4)C3)o2)cc1
-24%[86.2 µM]	O=C1N2CCCC2CN1C1CCN(Cc2cccc(F)c2)CC1 (stereo not drawn)
-12%	O=C(c1ccccc1Br)N1CC(n2cc(COc3ccc(F)cc3)nn2)C1
?	COc1ccccc1Cn1c(CNS(=O)(=O)c2ccccc2Cl)nc2cccnc21
-4%	CCCN(C(=O)c1nn(-c2ccc(OC)cc2)c(=O)c2c1c1ccccc1n2C)c1ccc(CC)cc1
-11%	Cc1cc(C)c2oc(=O)cc(CN(C)CCO)c2c1
9%	O=C(NC1CCCCCC1)c1cc(-c2cccs2)on1
-5%	CNC(=O)N(O)C1N(/N=C/c2cc(Br)ccc2O)C(=S)SC1(C)C (stereo not drawn)
-2%	CC(C)COc1cccc(C(=O)Nc2cccc(C(F)(F)F)c2)c1
4%	Cn1nnc(NC(=O)/C=C/c2ccco2)n1
?	COc1ccc(C(=O)c2cnc3ccc(C)cc3c2S(=O)(=O)c2ccccc2)cc1
-11%	COc1ccc(NC(=O)Cn2c(=O)c(-c3cc(C)ccc3NC(C)=O)nc3ccccc32)c(OC)c1
?	Cc1ccc(CSc2nc3cccnc3n2Cc2nc(-c3ccccc3F)oc2C)cc1
?	O=C(c1cccc(-n2cnnc2)c1)N1CCCCCC1c1cccc(F)c1 (stereo not drawn)
-21%	CC(C)=CCC1(CO)CCCN(Cc2[nH]c3ccc(F)cc3c2C)C1 (stereo not drawn)
-6%	S=C(NCCc1ccccc1)NC1CCCc2ccccc21 (stereo not drawn)
75%[activator]	CCCCNC(=O)c1cc2cc(C)ccc2[nH]1
24%	CCOc1ccc(/C=C2/NC(=O)NC2=O)cc1I
-10%	COc1cc(NC(=O)c2cc3cc4ccc(C)cc4nc3o2)cc(OC)c1OC
-23%	O=C(CCN1C(=O)NC2(CCCCC2)C1=O)Nc1cnc2ccccc2c1
-16%	Cc1nn(CC(=O)Nc2ccc(N3CCCC3)cc2)c(=O)c2ccccc12
-14%	Cc1ccnc(NC(=O)c2cc(-c3ccncc3)nc3ccccc23)c1

Ordered by the number under KDM5B inhibitor (smallest number first): three from the list above
KDM5B inhibitor	SMILES
9%	CCOC(=O)c1sc(NC(=O)C(C)Sc2nc(-c3ccccc3)cc(C(F)(F)F)n2)c(C(=O)OC)c1C (stereo not drawn)
20%	OCCc1nc2ccccc2[nH]1
24%	CCOc1ccc(/C=C2/NC(=O)NC2=O)cc1I

New compounds follow
KDM5B inhibitor	SMILES
-7%	CCc1noc(-c2cn(C3CCCN(C(=O)COc4cccc(C)c4)C3)nn2)n1 (stereo not drawn)
?	COCCN1C(=O)c2n[nH]c(-c3ccco3)c2C1c1ccccc1OC (stereo not drawn)
-13%	COc1ccc(S(=O)(=O)N2CCC(CCOc3ccccc3F)C2)cc1 (stereo not drawn)
-12%	COCCc1nncn1C1CCN(C(=O)c2ccccc2C(F)(F)F)CC1
-12%	COc1ccc(NC(=O)Cn2cnc3sc(C)c(S(=O)(=O)N4CCN(C)CC4)c3c2=O)cc1Cl
-18%	N#Cc1ccccc1-c1ccc(CSc2nnnn2-c2cccc(F)c2)cc1
?	CCCN(C(=O)CCc1nc(-c2ccccc2F)no1)c1ccc(CC)cc1
-11%	Cc1ccc(CNC(=O)c2cc(=O)c3ccccc3o2)cc1
25%	Cc1cc(C)cc(C(=O)N(CC#N)C2CC2)c1
35%[activator]	Cc1ccccc1OCCOC(=O)c1n[nH]c(=O)c2ccccc12
-17%	Cc1ccc(CN2CCC(CNC(=O)Nc3cccc(C)c3C)C2)cc1 (stereo not drawn)
9%	Cc1ccccc1[C@H]1[C@@H](C(=O)N(C)Cc2ncccc2C)C[C@@](C)(C(=O)O)N1C
3%	CCCCCN(CCCCC)C(=S)Nc1ccc(Br)cc1Cl
39%	O=C(O)CC/C(=N\NC(=O)CNC(=O)c1ccc(F)cc1)c1ccccc1
5%	COc1ccc(Cl)cc1Nc1cc(C)nc2ccccc12
-10%	CCC(C)(C)c1ccc(O)c(-c2csc(N)n2)c1

Laid out differently: entries from further up
> CCC(C)(C)c1ccc(O)c(-c2csc(N)n2)c1
  KDM5B inhibitor = -10%
> COc1ccc(Cl)cc1Nc1cc(C)nc2ccccc12
  KDM5B inhibitor = 5%
> Cc1ccc(CN2CCC(CNC(=O)Nc3cccc(C)c3C)C2)cc1 (stereo not drawn)
  KDM5B inhibitor = -17%
> Cc1ccccc1[C@H]1[C@@H](C(=O)N(C)Cc2ncccc2C)C[C@@](C)(C(=O)O)N1C
  KDM5B inhibitor = 9%

Continuation:
KDM5B inhibitor	SMILES
-8%	CN(C)c1ccc(C(=O)N2CC[C@@H](CC(=O)O)[C@@H](CCN3CCN(c4cccc(C(F)(F)F)c4)CC3)C2)cc1
?	CCCCc1cc(=O)oc2cc(OC(C)C(=O)NCc3cccnc3)c(Cl)cc12 (stereo not drawn)
-3%[149 µM]	O=C(O)CCC(=O)N1CCN(C2CCNCC2)C(=O)C1
-26%	Cn1c(COc2ccc(C(C)(C)C)cc2)nnc1SCc1ccc(F)cc1
-29%	COc1cc(Cl)ccc1C(=O)NC1CCN(c2cc(-c3ccc(F)cc3)[nH]n2)C1 (stereo not drawn)
-27%[86.2 µM]	Cc1nn(-c2ccccn2)c(C)c1[C@@H]1C=C[C@@H](NC(=O)CCCC(=O)O)C1
38%	CCC(=O)Nc1nnc(S(=O)(=O)N(CC)c2ccc(Cl)cc2)s1
-5%	CC(=O)N1CCN(Cc2nc3c(n2Cc2ccccc2)C(=O)N(Cc2ccccc2C#N)CCN3)CC1
9%	Cc1ccc(-c2nc(CSc3nnc(C)n4c3cc3occc34)c(C)o2)cc1
i	O=C(c1cc(-c2cccs2)nc2ccccc12)N1CCOCC1
-9%	CN(C)CCNC(=O)C1CCN(c2nc3ccccc3[nH]2)CC1
-22%	COc1cccc(CN(C)Cc2cc(=O)oc3c(C)c(C)ccc23)c1
17%	CN(Cc1ccc(C(F)(F)F)cc1)C(=O)c1cc(C2CC2)nc2ccccc12
?	CCc1c(C)sc(NC(=O)C(F)(F)F)c1C#N
18%	O=C(COc1ccccc1)Nc1ccc(F)cc1
?	c1ccc(N2CCN(c3ncnc4c3nc3n4CCCC3)CC2)cc1
?	c1ccc2c(CN3CCC[C@H]3c3nc(-c4ccc(OC5CCCCC5)nc4)no3)c[nH]c2c1
-10%	Cc1cn2c(=O)cc(CSc3ccccc3NC(=O)COc3ccccc3Cl)nc2s1
-19%	CC1(C)Cc2c(C#N)c(SCCO)nc(N3CCOCC3)c2CO1
-22%	Cc1cc(C)cc(C(=O)N2c3ccccc3CC2c2nc(C3CC3)no2)c1 (stereo not drawn)
12%	Cc1ccc(CN(C)C(=O)Cn2cnc3c2c(=O)n(C)c(=O)n3C)c(C)c1
?	COc1ccc(NC(=O)c2cc3c(s2)CN(C2CCCC2)C3)c(OC)c1
?	O=C(NCCCN1CCCCCC1)c1ccc2c(c1)sc1nc(-c3ccccc3)cn12
3%	CNC(=O)[C@@H]1CN(C(=O)c2c[nH]c3ccccc23)C[C@H]1C1CCN(C)CC1

Two entries picked at random from those above, as already listed:
KDM5B inhibitor	SMILES
3%	CNC(=O)[C@@H]1CN(C(=O)c2c[nH]c3ccccc23)C[C@H]1C1CCN(C)CC1
?	O=C(NCCCN1CCCCCC1)c1ccc2c(c1)sc1nc(-c3ccccc3)cn12

(continued)
KDM5B inhibitor	SMILES
-15%	CCc1sc(C(=O)N2CC=C(c3ccccc3)CC2)cc1C
-13%	COc1cccc(NC(=O)C(Cc2ccccc2)N2Cc3ccccc3C2=O)c1 (stereo not drawn)
10%[86.2 µM]	O=C1NC2(CCCN(CC3CC3)C2)Oc2ccccc21 (stereo not drawn)
-15%[86.2 µM]	Fc1ccc(CN2CCOC[C@H]2c2ncc(-c3ccc(Cl)s3)[nH]2)cc1
-16%	COc1ccc(NC(=O)Cn2nnc(C(=O)Nc3ccc(C)c(F)c3)c2N)cc1Cl
10%	CC(=O)Nc1ccc(C(=O)CSc2ncnc3sccc23)cc1
?	O=c1ccc(N2CCC(NS(=O)(=O)c3ccccc3Cl)CC2)nn1CC1CC1
-11%	Cc1cccc(C)c1NC(=O)CN(C)CC(=O)NC(=O)NCC(F)(F)F
2%	Cc1ccc(CN(CCN(C)C)C(=O)c2ccc(C#N)cc2)o1
-1%	Cc1cccc(C)c1NC(=O)CSc1nnc(Cc2ccccc2)n1-n1cccc1
19%	O=C(c1ccc(F)c(F)c1)N1CCC(c2n[nH]c(=O)n2-c2ccccc2)CC1
-13%	O=C(Cn1cc(C(F)(F)F)ccc1=O)c1ccc(C2CCCCC2)cc1
-3%	COc1ccc(-c2nc3ccccc3c(=O)n2CC(C)C)cc1
?	COc1ccc(-c2c(C)c3cc(OS(=O)(=O)c4ccc(C)cc4)ccc3oc2=O)cc1
-33%	COc1ccc(CNC(=O)c2cc3c(s2)CCN(C(=O)c2ccc(C)cc2)C3)cc1
-2%	Cc1ccc(C(=O)N2CC(=O)Nc3ccc(Br)cc3C2c2ccc(F)cc2)cc1C (stereo not drawn)
8%	Cc1ccc(CNC(=O)C2CCN(c3nn4cc(-c5ccc(F)cc5)nc4s3)CC2)cc1
0%	O=C(Nc1ccc(NC(=O)c2cccs2)cc1)c1ccc(Cl)cc1
16%	COc1ccc(NC(=O)CCNC(=O)Cn2cnc3sc4c(c3c2=O)CCCC4)cc1OC
-15%	Cn1nc(C(=O)NC(CC(=O)O)c2ccccc2)c2ccccc2c1=O (stereo not drawn)
27%	CC(C(=O)Nc1ccc(F)cc1)N1CCN(C(=O)c2cccs2)CC1 (stereo not drawn)
?	COc1ccc2c(C)c(CC(=O)Nc3ccc4c(c3)OCO4)c(=O)oc2c1
32µM*	Cc1cc(C[C@@H]2COC[C@@H]2NC(=O)c2cc(CC(C)C)nc(N)n2)on1
15%	O=c1[nH]cnc2scc(-c3ccc(Cl)cc3)c12
-13%	O=C(c1ccc(Br)o1)N1CCCN(c2cc(-c3ccc(Cl)cc3)[nH]n2)CC1
-2%[115 µM]	CCc1nc2c(c(-c3ccc(OC)cc3)n1)CCN([S+](=O)([O-])c1cccc(OC)c1)CC2
28µM*	Cc1ccc(-c2ccc3nnc(CNC(=O)CSc4ccncc4)n3n2)cc1
16%	Cc1ccc(Oc2ccc(NC(=O)C3CCCCC3)cc2)cc1

This is a subset; the hit share may differ from the screen's.
